Source: PubChem (Broad Institute)
DENV2 CPE: protects cells from dengue virus 2 cytopathic effect | DENV2-infected cells, cytopathic effect rescue, plate reader | CPE inhibition, % at 9.99 µM | 1.7% of 350,000 active | AID 651640; in the data active = CPE inhibition above about 20%, passing the limit was not always enough; inconclusive = no clear call, values can overlap the other calls; tested in BHK-21 cells;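 note: 0% = median of neutral control wells and 100% = median of positive control wells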
F508del corr: correctors of CFTR F508del function in bronchial epithelial cells. AID 720511. CFBE cells, YFP halide quenching; stimulated with forskolin plus potentiator P3; % fluorescence drop versus neutral controls. activity (quench increase), % at 7.58 µM. 0.36% of 350,000 active;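 active = mean added fluorescence quench of at least 8% versus neutral control, with both replicates also reaching 8%; inconclusive = only one of the mean or replicate conditions met; inactive = mean below 8% and not both replicates reaching 8%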;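 note: cells transiently co-express mutant CFTR-F508del with the halide-sensitive YFP; corrector assay measuring rescue of mutant channel to the surface after 24 h compound exposure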
EWS-Fli inh: EWS/Fli transcriptional activity inhibition. 0.67% of 350,000 active. AID 651661. A673 NR0B1-luciferase reporter, viability-normalised. inhibition, % at 12.6 µM;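 active = mean inhibition of at least 50% after viability correction, with every replicate also passing that limit; inconclusive = mean reaches 50% but only one of two replicates passes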;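 note: firefly luciferase signal divided by Alamar Blue viability fluorescence both relative to DMSO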
INS-1E GSIS act: primary screen for activators of insulin secretion dependent on glucose, INS-1E cells, GLuc reporter luminescence | INS-1E GLuc reporter insulin secretion, 2-3 h | activation, % at 16.6 µM | 0.61% of 370,000 active;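 active = lowest replicate activation of at least 40%, so every replicate reaches that level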;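 note: 0% = median of neutral control wells and 100% = median of IBMX positive control wells; some compounds called inactive have numbers as strong as hits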
ARNT TACC3 PPI: disruptors of human ARNT/TACC3 interaction | Q9Y6A5 | AlphaScreen His-ARNT PAS-B/GST-TACC3 binding, luminescence; TACC3 fragment carries E629A point mutation | inhibition, % at 9.99 µM | 0.66% of 390,000 active | AID 623870;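 active = mean inhibition of replicates at least 50% and at least half of replicates each reaching 50%; inconclusive = half or more replicates reach 50% but mean below 50%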;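 note: 0% = complete ARNT plus TACC3 wells and 100% = ARNT alone without TACC3; many hits fall short of the cut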
PAX8 reporter: PAX8 transcriptional activity inhibition. AID 652154. 1.2% of 360,000 active. inhibition, % at 12.6 µM. RMG-I TPO-luciferase reporter, SteadyGlo, 24 h;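 active = mean replicate inhibition at least 60% with every replicate also reaching 60%; inconclusive = only one of the two criteria is met; inactive = mean below 60% and not all replicates reaching 60%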;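 note: luciferase light reporting Pax8 driven TPO promoter activity; plate controls were median of neutral control wells for no effect and mitoxantrone controls for full effect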
Xi reactivation: X-chromosome reactivation activator. XiGFP mouse fibroblasts, % GFP-positive cells imaging, 3 d; cells co-treated with 5-aza-dC sensitizer; scaled so ellipticine positive control = 100%. activation, % at 7.58 µM. 0.055% of 360,000 active;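 active = mean normalized replicate activation at least 10% and every replicate at or above 10%; inconclusive = only one of the two criteria met; inactive = mean below 10% and not all replicates reach 10%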;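 note: 0% = median of on-plate neutral control wells and 100% = ellipticine 6 µM median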
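Schedule: 3 d treatment, 15 min room-temperature fixation; system: 68-5-11 XiGFP fibroblast line; buffer or medium: DMEM plus 5-aza-dC sensitizer; control set: ellipticine 6 µM positive control; compound: one concentration, pinned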
ERp5 block: blocks human ERp5 reductase activity on insulin. ERp5 insulin aggregation, absorbance 650 nm, 90 min. inhibition, % at 9.99 µM. 0.05% of 350,000 active. AID 651711;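 active = mean replicate inhibition above about 25%, with every replicate also reaching it, limit read from the data, passing the limit was not always enough; inconclusive = only one of those two criteria met; inactive = neither criterion met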
Target sequence (Q15084 whole entry, looked up): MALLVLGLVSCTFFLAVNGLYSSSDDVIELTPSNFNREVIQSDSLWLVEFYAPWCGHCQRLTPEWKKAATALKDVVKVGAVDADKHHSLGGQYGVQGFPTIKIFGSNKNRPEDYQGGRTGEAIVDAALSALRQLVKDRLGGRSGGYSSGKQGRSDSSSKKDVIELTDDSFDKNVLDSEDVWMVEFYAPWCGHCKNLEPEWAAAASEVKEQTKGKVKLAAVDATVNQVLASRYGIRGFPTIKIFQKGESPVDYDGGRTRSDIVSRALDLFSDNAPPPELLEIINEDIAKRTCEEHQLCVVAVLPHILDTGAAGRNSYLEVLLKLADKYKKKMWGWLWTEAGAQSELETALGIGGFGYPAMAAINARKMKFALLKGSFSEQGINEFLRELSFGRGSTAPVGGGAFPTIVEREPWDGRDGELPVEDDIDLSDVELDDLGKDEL
* marks the source's active call; other numbers are inactive results; u = inconclusive; x = not tested or not shown; & = joins results of further samples. Not a hit list; 4.2% or so of the library scored in one or more.

SMILES	DENV2 CPE	F508del corr	EWS-Fli inh	INS-1E GSIS act	ARNT TACC3 PPI	PAX8 reporter	Xi reactivation	ERp5 block
COc1ccc(-c2noc(CN3CCN(C(=O)c4cccs4)CC3)n2)c(OC)c1OC	-1.0	1.2	x	11.0	19.5	-5.9	0.0	3.2
C[C@@H]1CN([C@@H](C)CO)C(=O)CCCn2cc(nn2)CO[C@@H]1CN(C)C(=O)Nc1ccc(C(F)(F)F)cc1	-4.3	-0.1	0.1	-13.2	-8.9	x	0.2	-6.9
O=C(c1ccc(F)cc1)N1C[C@@H]2N[C@H](C1)C2c1ccc(-c2ccccc2F)cc1 (stereo partly drawn)	0.1&5.2	-4.6&0.2	3.1&45.4	20.4&-10.0	x	8.8&6.4	0.0&0.0	x
C=CS(=O)(=O)c1c2cc(OC)ccc2nc2ccc(OC)cc12	7.3	2.4	-30.9	-33.7	-6.2	45.8	-0.1	9.1
O=C(CCCN1C(=O)/C(=C/c2ccccc2Cl)SC1=S)NNC(=O)c1ccccc1	u	-1.3	44.6	20.3	-3.8	26.3	0.1	3.1
C/C=C/c1cnc2c(c1)C(=O)N([C@H](C)CO)C[C@@H](C)[C@@H](CN(C)C(=O)C1CCCCC1)O2	-5.1	-2.6	-10.8	26.1	-7.7	x	-0.6	2.9
Cc1ccccc1NS(=O)(=O)c1cc(C(=O)NCCC2=CCCCC2)ccc1C	-1.3	-0.7	4.3	-13.8	0.2	x	x	4.9
CC(C)N(C(=O)Cn1c(Cl)nc2ccccc21)C(C)C	17.2	-1.6	2.8	40.1	0.6	5.0	0.2	3.5
CC(C)CC1C(=O)N(Cc2cn(CCC3OCCCO3)nn2)CCS(=O)(=O)N1Cc1ccc(-c2cccc(CO)c2)cc1 (stereo not drawn)	-0.8	-3.2	3.7	-13.7	x	4.9	0.1	-6.5
Oc1ccccc1/C=N/NC(=S)NC1CC2C=CC1C2 (stereo not drawn)	9.9	4.1	-38.3	-26.2	63.7*	-42.5	-0.1	0.3
Cc1cc(C(=O)Nc2ccc(Br)cc2)c2ccccc2n1	u	-3.4	13.1	x	-18.1	28.4	0.0	2.4
N#CCOc1coc(CN2CCN(c3cccc(Cl)c3)CC2)cc1=O	5.0	2.6	-2.5	28.3	5.9	11.3	0.2	3.0
COc1cccc(NC(=O)C(=O)N/N=C(\C)CC(=O)Nc2ccc(NC(C)=O)cc2)c1	6.3	-1.3	-119.6	-18.7	2.7	-190.0	0.2	3.2
CC(=O)Nc1cccc(NC(=O)c2ccc(C(=O)Nc3cccc(NC(C)=O)c3)nc2)c1	x	-7.1	-31.1	-1.3	x	4.3	0.3	1.7
COC(=O)c1cc(C(=O)OCC(=O)N(C)c2ccccc2)cc([N+](=O)[O-])c1	1.0	-2.0	-5.1	-1.5	-9.7	-3.8	0.3	-1.8
CN(CC(=O)NCCc1ccccc1)S(=O)(=O)c1ccc(Br)s1	-1.1	0.3	-3.2	-2.2	38.7	-1.4	0.4	-2.8
O=C(CNC(=O)c1ccc(Br)cc1)N=Nc1c(O)[nH]c2ccc([N+](=O)[O-])cc12	-1.5	5.5	6.8	-0.1	x	7.7	0.0	-4.5
Cc1ccc(C2C3C(=O)N(c4ccccc4)C(=O)C3N3CCCN23)cc1 (stereo not drawn)	3.1	-1.6	-2.9	4.7	-2.8	5.0	0.0	-4.7
CCC(=O)N1C[C@H](C)[C@H](OC)CN(C)C(=O)c2ccc(NC(=O)c3ccccc3)cc2OC[C@H]1C	x	0.1	-1.4	-11.2	x	-5.4	0.0	x
Cc1ccc(C)c(NC(=O)CN(C)S(=O)(=O)c2ccccc2)c1	-4.4	-0.2	1.1	-10.7	-5.1	x	x	-5.4
Cc1cc(C)nc(NC2=NCCN2C(=S)Nc2c(C)cccc2C)n1	5.4	2.8	9.8	-2.2	2.7	9.9	0.0	-1.9
O=C(c1ccccc1)N1CC[C@@H]2[C@@H](CO)Nc3ccc(C#Cc4cccc(F)c4)cc3[C@@H]21	23.3*	-2.6	-15.6	2.9	0.1	-8.3	0.1	x
C/C(=N\O)c1cccc(Br)c1	11.8	-0.1	3.8	-8.4	-1.8	-4.7	0.0	2.0
Cc1cc(C(=O)Nc2nc3ccc(Cl)cc3s2)nn1C	-3.4	1.7	-58.9	5.6	x	-153.1	0.1	0.1
O=C(Nc1ccc(Oc2ccc3c(c2)C(=O)N(c2ccc(O)cc2)C3=O)cc1)c1cccs1	x	x	x	34.0	-11.2	18.5	-0.1	x
COC(=O)c1ccc(CNC(=O)c2cc(COc3cncc(Cl)c3)on2)cc1	-1.0	-3.9	-17.8	-3.0	-1.7	-49.9	0.7	4.1
Cc1cccc(OCCNc2ccc([N+](=O)[O-])cn2)c1	0.3	-4.0	-1.2	-24.9	0.1	-1.4	0.0	4.0
O=C(Nc1nnc(C2CC2)s1)c1n[nH]c(=O)c2ccccc12	8.4	0.0	5.7	10.7	-3.5	12.6	1.3	-2.3
CC1(C)CC(=O)C(C(c2ccc(Br)cc2)C2C(=O)CC(C)(C)CC2=O)C(=O)C1	4.3	-0.7	19.9	-5.5	0.8	10.6	0.2	8.8
Cc1ccc(NC(=O)CSc2ncnc3ccccc23)cc1S(=O)(=O)N1CCCCCC1	-15.1	3.1	1.3	x	-2.1	25.5	0.1	3.8
CCNC(=O)C[C@H]1CC[C@@H]2[C@@H](COc3ccc(NC(=O)Nc4c(C)noc4C)cc3C(=O)N2C)O1	-2.7	-1.0	3.9	9.7	-16.9	0.9	0.5	-4.6
Cc1cc(-c2nnc(SCC(=O)Nc3ccc(C)c(C)c3)n2N)n[nH]1	-2.6	-2.1	-5.1	-2.8	6.7	-10.3	0.0	0.2
Cc1c(C(=O)OCc2nnc(-c3ccccc3)o2)oc2ccccc12	17.4	-3.1	-10.3	13.9	-2.0	-12.0	0.0	0.0
c1ccc2c(Nc3ccc4c(c3)OCCO4)c3c(nc2c1)CCCC3	-0.5	0.9	20.8	11.0	18.2	23.7	0.1	-0.4
O=C(NCc1ccccc1)C(c1ccccc1F)N(C(=O)c1csnn1)C1CCCC1 (stereo not drawn)	-0.3	-0.3	-3.6	11.9	25.9	-0.3	0.2	4.3
CC(C)Oc1ccc(S(=O)(=O)N2CCOCC2)cc1NC(=O)CC1OC(=O)c2ccccc21 (stereo not drawn)	-5.9	2.9	-2.7	11.7	-30.9	-6.2	0.3	0.4

Sorted by number of heavy atoms (rising): part of the list above.
SMILES	DENV2 CPE	F508del corr	EWS-Fli inh	INS-1E GSIS act	ARNT TACC3 PPI	PAX8 reporter	Xi reactivation	ERp5 block
Cc1cc(-c2nnc(SCC(=O)Nc3ccc(C)c(C)c3)n2N)n[nH]1	-2.6	-2.1	-5.1	-2.8	6.7	-10.3	0.0	0.2
CC1(C)CC(=O)C(C(c2ccc(Br)cc2)C2C(=O)CC(C)(C)CC2=O)C(=O)C1	4.3	-0.7	19.9	-5.5	0.8	10.6	0.2	8.8
O=C(NCc1ccccc1)C(c1ccccc1F)N(C(=O)c1csnn1)C1CCCC1 (stereo not drawn)	-0.3	-0.3	-3.6	11.9	25.9	-0.3	0.2	4.3

More results.
SMILES	DENV2 CPE	F508del corr	EWS-Fli inh	INS-1E GSIS act	ARNT TACC3 PPI	PAX8 reporter	Xi reactivation	ERp5 block
CO[C@H]1CN(C)C(=O)c2cc(NC(=O)C3CCC3)ccc2OC[C@@H](C)N(C)C[C@@H]1C	-1.8	-2.3	-0.3	5.8	26.9	-5.8	-0.3	3.7
COc1ccc(C#Cc2cnc3c(c2)C(=O)N([C@@H](C)CO)C[C@H](C)[C@H](CN(C)C(C)=O)O3)cc1	26.1*	1.7	-4.0	4.4	-3.9	x	-0.8	0.7
CCCCCNC(=O)C(c1ccnc2ccccc12)n1c(=O)c(-c2cc3ccccc3[nH]2)nc2ccccc21 (stereo not drawn)	2.8	1.6	9.9	-22.3	x	55.5	0.0	-4.6
CC(C)(C)NC(=O)C(c1ccncc1)N(CC1CCCO1)C(=O)Cn1nnc(-c2ccc(F)cc2)n1 (stereo not drawn)	3.4	0.3	18.4	-0.4	-19.9	36.8	0.6	-7.5
COCCn1c(SCC(=O)Nc2ccccc2OC)nc2ccccc21	2.7	1.3	-4.1	2.0	-0.1	0.5	0.0	-0.2
COC(=O)[C@H](Cc1ccccc1)NC(=O)N1CCCCCC1	-2.7	-1.7	-0.8	-3.6	4.1	-3.7	0.0	2.3
C[C@H]1CN([C@@H](C)CO)C(=O)c2cc(NC(=O)Cc3ccccc3)ccc2O[C@H]1CN(C)Cc1ccc2c(c1)OCO2	u	4.2	x	-9.5	-2.6	6.8	0.0	3.1
CC=Cc1ccc2n(c1=O)C[C@H]1[C@H](CO)[C@@H](C(=O)N3CCN(C)CC3)N(Cc3ccccc3F)[C@@H]21 (mixture of isomers)	3.8	0.0	0.7	-0.6	8.0	1.7	0.0	0.4
CCOC(=O)c1c(C)oc(=O)c(CC)c1O	9.9	-0.4	-8.0	-2.5	x	7.7	0.0	3.0
CCn1c(CNC(=O)c2ccc(Cl)cc2)nnc1SCC(=O)N1CCOCC1	3.2	2.4	x	0.3	7.0	6.0	0.0	0.6
C[C@H]1CN([C@@H](C)CO)C(=O)CCCn2cc(nn2)CO[C@H]1CN(C)C(=O)Oc1ccccc1	3.5	4.3	3.6	-3.2	-0.5	x	0.0	3.7
CC1CCCN(C(=O)C2CCN(S(=O)(=O)c3cccc4nonc34)CC2)C1 (stereo not drawn)	-0.7	0.6	2.0	-3.7	-11.0	-16.1	0.3	4.1
CC(C)NC(=O)N1CC[C@H]2[C@@H]1c1cc(Br)ccc1N(C)[C@H]2CO	u	-2.1	-6.3	9.4	0.6	7.0	0.0	2.9
COc1cnn(-c2cccc(Cl)c2)c(=O)c1Cl	11.3	0.0	-18.9	5.1	-10.1	4.8	0.0	2.3
CCOC(=O)COc1ccc(S(=O)(=O)N2CCN(c3ccc(OC)cc3)CC2)cc1	6.7	-1.3	5.7	x	3.5	4.9	0.0	-0.7
COc1cccc(C(=O)N/N=C/C(Br)=C/c2ccccc2)c1	x	x	x	-25.2	1.8	23.9	-0.1	x
COCc1cc(C)nc2sc(C(=O)Nc3ccc(C(=O)OC)cc3)c(N)c12	0.8	3.8	-12.2	4.8	5.5	-32.4	0.3	1.0
CSc1nc(NS(=O)(=O)c2ccc(F)cc2F)nn1C	10.1	-0.4	-3.7	1.3	-5.1	-14.9	0.1	5.8
CN(Cc1ccc(Cl)cc1Cl)C(=O)C1CSC2(C)CCC(=O)N12 (stereo not drawn)	-2.3	1.5	-6.0	x	x	2.5	0.0	2.9
C[C@H]1CN([C@@H](C)CO)S(=O)(=O)c2ccc(C#CC(C)(C)O)cc2O[C@H]1CN(C)C(=O)CC1CC1	-5.2	2.7	-9.2	16.1	1.8	x	-0.3	4.5
C[C@H](CO)N1C[C@H](C)[C@H](CN(C)C(=O)c2ccccc2F)Oc2ncc(C#C[C@@H](C)O)cc2C1=O	13.9	-0.3	2.8	22.5	-3.8	x	0.1	-0.4
CCC(=O)N1CC(=O)N2[C@H](CO)[C@@H](c3ccc(C#CCc4ccccc4)cc3)[C@H]2C1	-7.8	0.3	x	15.9	x	x	0.4	1.6
COc1ccc(C(=O)Nc2nnc(CC(=O)N/N=C/c3ccc(O)cc3O)s2)cc1	8.7	0.8	-5.5	0.6	x	-24.9	0.2	2.6
